IEC-6 tox = counter-screen for KLF5 inhibitors: cytotoxicity in IEC-6 cells | IEC-6 cytotoxicity, luminescence viability | inhibition, % at 5 µM | 290,000 tested, 0.78% active; in the data active = inhibition above about 22%;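 note: 0% = plate median of test compound wells and 100% = cytotoxic reference compound wells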
AI-2 QS mod = Vibrio harveyi AI-2 quorum sensing modulation. AID 2094. Vibrio harveyi JMH597 AI-2 luminescence/OD600 ratio, 9 h; hits give low values; strain lacks LuxN and CqsS sensors; 0 = neutral-control median. 300,000 tested, 0.4% active. activity change, % at 7.5 µM; in the data active = activity change below about -75%, passing the limit was not always enough; inconclusive = no clear call, values can overlap the other calls;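 note: luminescence divided by OD600 gain over 9 h not by final OD600 alone; inactives centre near 13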
KLF5 inh = inhibitors of KLF5 expression | DLD-1 KLF5 promoter-luciferase reporter, luminescence | inhibition, % at 5 µM | 290,000 tested, 0.23% active;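 active = inhibition above a per-plate limit of that plate's mean compound inhibition plus 3 SD, cut at about 60% in these data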;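 note: 0% = DMSO wells and 100% = LY294002 at 200 µM; higher means less KLF5 promoter-driven luciferase light; inactives centre near -14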
HSP90 inh = inhibitors of HSP90 luciferase refolding in rabbit reticulocyte lysate. inhibition, % at 5.6 µM. 290,000 tested, 0.91% active. luciferase refolding luminescence, 3 h;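 active = inhibition above the screen-wide mean plus 3 SD, computed separately per campaign, cut at about 16% in these data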;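 note: 0% = DMSO wells and 100% = 60 µM geldanamycin wells; inhibitors lower the luminescence because luciferase stays unfolded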
SKKanGAS inh = SKKanGAS growth inhibition; S. pyogenes SKKanGAS, kanamycin growth, BacTiter-Glo, 6 h; inhibition, % at 7.5 µM; 300,000 tested, 1.3% active; AID 1662;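 active = mean replicate score, as percent of positive control median, at least 50; inconclusive = mean below 50 but one replicate at or above 50; inactive = mean and every replicate below 50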;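 note: strain carries kanamycin resistance gene driven by streptokinase promoter and grows in 40 µg/ml kanamycin; loss of luminescence reflects streptokinase promoter inhibition or plain growth inhibition; 0% = median of DMSO wells and 100% = positive control at its reference dose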
aSyn UTR inh = 5' untranslated region of α-synuclein, MLPCN primary screen. alpha-synuclein 5'UTR reporter, inhibitor activity. inhibition, % (tested at 7.5 µM). 300,000 tested, 0.82% active. AID 1813; in the data active = inhibition above about 60%; inconclusive = no clear call, values can overlap the other calls;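 note: H4 neuroglioblastoma cells stably carrying SNCA 5'UTR luciferase fusion; 0% = DMSO wells and 100% = positive control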
HIF act = HIF pathway transcriptional activation; activation, % at 7.5 µM (by protocol); U2OS HRE-luciferase reporter, luminescence; normalized: DMSO 0%, desferrioxamine 100%; AID 1910; 300,000 tested, 0.32% active;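 active = mean activation of at least 10% of the iron chelator positive control signal, with at least half of replicates also reaching 10%; inconclusive = mean and replicate majority disagree about reaching 10%; inactive = mean and most replicates under 10%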
Platelet DG rel = platelet dense granule release activity. AID 1663. 300,000 tested, 0.22% active. inhibition, %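 (compounds screened at 7.5 µM in platelet-rich plasma)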. human platelet-rich plasma, SFLLRN dense granule ATP release, luminescence;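 active = mean replicate score, as percent of positive control, at or above 50; inconclusive = mean below 50 but at least one replicate at or above 50; inactive = mean and every replicate below 50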
HSF-1 act = increases HSF-1 driven luciferase reporter signal | NIH3T3-HGL HSF-1 luciferase reporter, MG132, 8 h; 100% = twice DMSO control signal | activation, % at 9 µM | 300,000 tested, 1.7% active;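 active = mean replicate activation of at least 50% with a set share of replicates each reaching 50%; inconclusive = only one of those two conditions met; inactive = mean below 50% and too few replicates reaching it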;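 note: 0% = median of the neutral control wells and 100% = twice that signal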
HSF1 inh = HSF1 inhibition | NIH3T3-HGL HSE-luciferase, MG132-induced, luminescence 8 h; hits give low values | activity change, negative = inhibition, % at 7.5 µM (by protocol) | 300,000 tested, 0.77% active | AID 2098;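 active = more than half of replicate wells show activity change below -50%, luminescence cut by over half; inconclusive = some wells, but at most half, below -50%; inactive = no replicate well below -50%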;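 note: luciferase reports HSF-1 transcriptional activity via heat shock element; 0% = median of DMSO wells and -100% = zero luminescence signal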
* = called active by the depositor; ? = inconclusive; . = not tested or not shown.

SMILES | IEC-6 tox | AI-2 QS mod | KLF5 inh | HSP90 inh | SKKanGAS inh | aSyn UTR inh | HIF act | Platelet DG rel | HSF-1 act | HSF1 inh
Cc1c(NC(=O)c2cc3nc(-c4ccccc4)cc(C)n3n2)c(=O)n(-c2ccccc2)n1C | -1 | 19 | 8 | 1 | . | . | . | . | . | .
Cc1ccc(C(=O)OCc2cn(-c3ccccc3)nn2)cc1 | 2 | -54 | -3 | -2 | -5 | -1 | 0.3 | -2 | 14 | -9
COc1cc(C(=O)NCC(c2cccnc2)N2CCN(C)CC2)cc(OC)c1OC (configuration not stated) | 5 | 10 | -22 | 1 | 8 | 6 | 0.1 | 0 | -5 | -7
C/C=C/c1ccc(OCCCCOc2ccccc2F)c(OC)c1 | -4 | 13 | 8 | -4 | -2 | -27 | 0.7 | -5 | 26 | -8
Cc1ccc(Cn2c(SCC(=O)Nc3cc(C)on3)nc3ccccc3c2=O)cc1 | -3 | 3 | -3 | 2 | -3 | 7 | 0.4 | -4 | 0 | 2
Cc1ccc(-c2nn(-c3ccccc3)cc2C(=O)Nc2cccc(S(=O)(=O)N3CCOCC3)c2)cc1 | -8 | 22 | -26 | -3 | 15 | 7 | -1.7 | -8 | 0 | 2
CCn1c(SCC(=O)NCc2ccco2)nc2c1c(=O)n(C)c(=O)n2C | -2 | 16 | -21 | 5 | 5 | 14 | -0.6 | 3 | -5 | 3
COc1ccc(-n2c(-c3ccc(Br)cc3)c[n+]3c2CCCCC3)cc1 | 18 | 15 | -30 | 3 | -5 | 2 | -0.4 | 5 | -6 | -8
c1ccc(CCNCCCOc2cccc3ccccc23)cc1 | -1 | 13 | -24 | -2 | -7 | 6 | -2.2 | 4 | 6 | -9
C[C@H](NC(=O)c1cc2cc(Cl)ccc2n1C)C(=O)N[C@@H](Cc1ccccc1)C(=O)O | -2 | 12 | -27 | 1 | -4 | -1 | -2.5 | 4 | 0 | 1
COc1ccc(C(=O)NCc2cccnc2)cc1S(=O)(=O)N1CCCc2ccccc21 | 8 | 16 | 1 | -2 | 1 | -36 | -0.6 | 11 | -1 | 5
Cc1c(NC(=O)c2nn3c(C(F)(F)F)cc(-c4ccccc4)nc3c2Br)c(=O)n(-c2ccccc2)n1C | 4 | 29 | -13 | -3 | 6 | -24 | -14 | 8 | 11 | 2
CCNC(=S)N/N=C/c1c(Cl)cccc1Cl | -6 | 27 | -19 | 3 | -9 | -10 | -0.8 | 13 | 4 | 3
Cc1cc(C(F)(F)F)nc(NCc2cccnc2)n1 | -2 | 22 | -11 | 0 | 2 | -12 | -0.5 | -3 | 8 | 6
CC(C)Cn1c(CNC(=O)c2ccccc2)nc2ccccc21 | -2 | -6 | -41 | 1 | 5 | -11 | 0.4 | 3 | 2 | 0
Cc1cc(S(=O)(=O)N2CCN(c3c(C)cccc3C)CC2)ccc1F | 0 | 12 | -19 | 0 | 29 | 16 | -0.3 | 9 | 9 | 4
COc1cccc(/C=N/NC(=O)CCCc2ccc(OC)c(C)c2)c1 | 6 | 8 | -24 | 1 | 1 | 0 | . | -13 | 1 | -2
CC(=O)c1cc(-c2ccccc2)n(CC(=O)Nc2cccc(C)c2C)c1C | -2 | 17 | -12 | -3 | 10 | -28 | -0.3 | -7 | 16 | 1
CC(C)c1ccc(C2NC(=S)NC3=C2C(=O)CCC3)cc1 (configuration not stated) | 6 | 2 | -10 | 0 | -4 | 29 | -0.4 | 16 | -3 | 5
CCOc1ccc(S(=O)(=O)Nc2cnc3ccccc3c2)cc1 | 5 | 6 | 1 | -5 | -2 | 5 | 0.3 | 4 | -13 | -7
COc1ccc(S(=O)(=O)N2CCCCC2C(=O)O)cc1 (configuration not stated) | -10 | 14 | -44 | -9 | -11 | 27 | -0.4 | -4 | . | .
COc1ccc(NC(=O)COC(=O)CCCN2C(=O)c3ccccc3C2=O)cc1Cl | -4 | 4 | -6 | 2 | -7 | -5 | -0.1 | -4 | -4 | -13
CCc1ccc(-c2cc(C(=O)NCc3ccco3)c3ccccc3n2)s1 | 6 | 12 | -45 | -4 | -1 | -123 | 1.6 | 1 | 3 | 21
CCCS(=O)(=O)N1CCCC(C(=O)NCCN(Cc2ccccc2)C(C)C)C1 (configuration not stated) | 1 | 23 | -22 | 3 | 0 | 3 | -0.1 | -2 | 2 | -8
CN(C(=O)c1cccc(N2C(=O)C3CC=CCC3C2=O)c1)C1CCCCC1 (configuration not stated) | -3 | 22 | -15 | 2 | 4 | 4 | -0.7 | 6 | -12 | 0

(further entries)
SMILES | IEC-6 tox | AI-2 QS mod | KLF5 inh | HSP90 inh | SKKanGAS inh | aSyn UTR inh | HIF act | Platelet DG rel | HSF-1 act | HSF1 inh
CCCN(CCC)CCCNC(=O)c1ccc2c(Cl)c3c(nc2c1)CCC3 | 4 | 2 | -4 | 4 | -2 | -40 | 1.4 | 4 | 5 | 4
CCN1CCN(C(=O)CSc2cc(=O)n(C)c3ccccc23)CC1 | 13 | 20 | -27 | 1 | -4 | 3 | 0.1 | 5 | 12 | -1
CC(/C=N/Nc1nnc(C)c(=O)[nH]1)=C\c1ccccc1 | -8 | 46 | -64 | -3 | 3 | -97 | 0.9 | -6 | -9 | 1
CC1(C)C2CCC1(CS(=O)(=O)Nc1ccc(S(=O)(=O)N3CCCCC3)cc1)C(=O)C2 (configuration not stated) | -15 | 2 | 2 | 1 | -1 | -6 | 0.5 | -6 | -2 | -8
CCCCCC(C)NC(=O)CN1C(=O)NC(C)(c2ccc3ccccc3c2)C1=O (configuration not stated) | -4 | 19 | -8 | -1 | -1 | 9 | -0.6 | 13 | 1 | 4
NS(=O)(=O)c1cnccc1Nc1cccc(Br)c1 | . | -3 | . | . | -6 | 13 | 0.0 | -2 | 1 | -11
NC(=O)C1CC(=O)N(c2ccc(OCc3ccc([N+](=O)[O-])cc3)cc2)C1 (configuration not stated) | 4 | 9 | -78 | -2 | 3 | -128 | -18 | -4 | 47 | 28
COc1ccc(OC)c2c1cc(C(=O)N[C@@H](C)C(=O)N[C@@H](C(=O)O)c1ccccc1)n2C | -5 | 14 | -15 | -1 | -1 | 15 | -0.9 | 3 | 10 | -6
COC(=O)CSc1nnc2c3c4c(sc3nc(-n3nc(C)cc3C)n12)COC(C)(C)C4 | -5 | 28 | 23 | 2 | 19 | -2 | 0.2 | 41 | 1 | 2
O=C(NC(=S)NCCC1=CCCCC1)c1ccccc1Br | -2 | 4 | -33 | -3 | ? | 9 | 0.0 | -5 | 21 | 1
Cc1c(C)c2ccc(OCC(=O)Nc3ccc(S(N)(=O)=O)cc3)c(C)c2oc1=O | 6 | 19 | 3 | -1 | 11 | -14 | -0.1 | 2 | 21 | 7
CCN1CCN(CC(=O)N2c3ccccc3CC2C)CC1 (configuration not stated) | -6 | 2 | -16 | 0 | 1 | -16 | -0.3 | 8 | 9 | -9
Cc1cccc(C)c1NC(=O)NC1CC2CCC(C1)N2Cc1cccs1 (configuration not stated) | 0 | 7 | -2 | -1 | -2 | -10 | -0.5 | -5 | -13 | 1
COC(=O)c1cc(CSc2nc3ccc(C)cc3[nH]2)oc1C | 7 | -56 | -18 | 12 | 1 | 1 | 1.1 | 1 | 38 | 0
Cc1ccc(O)c(NC(=S)NC(=O)C(C)C)c1 | 6 | 17 | 24 | 2 | -7 | -22 | 0.2 | 21 | 10 | 13
O=C(NCCC1CCCCN1S(=O)(=O)c1ccc(F)cc1)C(=O)NCc1ccncc1 (configuration not stated) | . | 13 | . | . | -6 | 40 | -0.3 | 6 | -2 | -2
Cc1ccc(S(=O)(=O)N(C)C)cc1NC(=O)C1CCCCC1 | 7 | 19 | -4 | -3 | -1 | 19 | 0.1 | 5 | 4 | -1
O=C(O)CSc1nc2ccccc2c(=O)[nH]1 | 8 | 17 | -38 | 5 | 4 | 21 | -0.3 | 5 | -3 | -6
Cc1cc(-c2nnc3sc(C4CCCCC4)nn23)n[nH]1 | 8 | 15 | 8 | 4 | -7 | 25 | 0.1 | 5 | 3 | 6
CN(CC(=O)Nc1cccc(C(F)(F)F)c1)Cc1ccccc1 | -2 | -8 | -1 | 2 | 1 | -4 | 0.2 | 4 | 9 | 4
CCOc1cc(N2CCOCC2)c(OCC)cc1NC(=O)COC(=O)c1cc(C)oc1C | 6 | 30 | 0 | 0 | -12 | 11 | -0.5 | -3 | 8 | 4
COc1cc(C)nc(Oc2ccc(OCc3ccccc3)nn2)n1 | 2 | 15 | 5 | 5 | -1 | 24 | 1.0 | 7 | 19 | 4
COc1ccc(-c2cc(C(F)(F)F)n3nc(C(=O)N4CCCCC4)cc3n2)cc1OC | 3 | 1 | -15 | 1 | -4 | 17 | -0.1 | 4 | -33 | -12
c1ccc(-c2nccc(-c3ccc4c(c3)OCO4)n2)cc1 | -4 | 18 | -8 | 2 | -1 | -105 | 4.7 | 8 | 21 | 16
CC(Cc1ccccc1)C(=O)NCc1nc2ccccc2s1 (configuration not stated) | 1 | 9 | 9 | -1 | -3 | -75 | 2.1 | 0 | 17 | 8

Next records
SMILES | IEC-6 tox | AI-2 QS mod | KLF5 inh | HSP90 inh | SKKanGAS inh | aSyn UTR inh | HIF act | Platelet DG rel | HSF-1 act | HSF1 inh
COc1ccc(/C=N/n2c(C)nnc2C)c(OC)c1 | 6 | -3 | -3 | 0 | 1 | 10 | -0.1 | 32 | -18 | -12
CC(C)N(C)C1CCN(S(=O)(=O)c2ccc(-c3ccc(=O)[nH]n3)s2)CC1 | -4 | 8 | -11 | 0 | 4 | 4 | 0.2 | 9 | -21 | -8
CCSC1=NC(=O)/C(=C2/C=Cc3ccccc3N2CC)S1 | 2 | 24 | 6 | 1 | 10 | 20 | -0.1 | -38 | 20 | 4
CCc1ccc(/C=C2/SC(=S)N(CCCC(=O)Nc3ccccc3C(=O)O)C2=O)cc1 | -3 | 8 | 1 | 7 | 52* | 47 | -4.0 | -5 | 0 | -9
COC(=O)c1cn(-c2ccccc2)nc1-c1ccccc1 | 3 | 12 | -22 | -5 | -5 | -2 | -0.1 | -23 | 4 | 14
Cc1c(/C=C/C(=O)c2ccc(O)cc2)cnn1C | 5 | 31 | -79 | 1 | 2 | -146 | 1.7 | 20 | 5 | 5
COCCn1cnc2c1c(=O)n(CC(=O)NCC(F)(F)F)c(=O)n2Cc1ccccc1 | 0 | 6 | -28 | -3 | 6 | 4 | -0.4 | 6 | 10 | -1
Cn1/c(=N/NC(=O)c2ccccc2Br)sc2ccccc21 | 8 | 21 | -70 | 1 | -5 | -75 | 3.7 | -2 | 12 | 18
O=C(O)CCCNC(=O)CCn1nnc2ccccc2c1=O | 1 | 20 | -3 | 4 | -5 | -9 | 0.1 | 6 | 0 | 3
Cc1ccc(S(=O)(=O)N2CCOCC2)cc1NC(=O)CN1CCN(c2ccc(O)cc2)CC1 | 0 | 18 | 5 | 1 | 7 | 2 | 0.2 | 3 | -2 | 2

High-throughput results (PubChem)
